ADAM17 inh = ADAM17 inhibitors, primary screen, biochemical, QFRET; Disintegrin and metalloproteinase domain-containing protein 17 (Homo sapiens), P78536; recombinant ADAM17, EDANS/DABCYL FRET peptide cleavage; inhibition, % at 6.95 µM; hit rate 0.83% among 370,000; AID 720648, 2013;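 active means inhibition above the mean of compounds lying between control limits plus 3 SD, set per campaign, cut at about 8.5% in these data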;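 further: 0% = DMSO-only wells as the low control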
ADAM10 inh = human ADAM10 inhibitors, primary screen, biochemical, QFRET, HTS | inhibition, % at 7 µM | Disintegrin and metalloproteinase domain-containing protein 10 (Homo sapiens), O14672 | AID 720582, 2013 | recombinant ADAM10, EDANS/DABCYL FRET peptide cleavage, 3 h | hit rate 0.62% among 370,000;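 active means inhibition above a per-campaign cutoff equal to the mean of compounds falling between control-based bounds plus 3 SD, cut at about 20% in these data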;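 further: 0% = DMSO wells while the 100% control is not disclosed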
PLC-gamma1 inh = PLC-gamma1 enzyme inhibitors, primary screen, biochemical, fluorescence, purified enzyme | inhibition, % at 12.2 µM | hit rate 0.84% among 370,000 | fluorogenic substrate | 1-phosphatidylinositol 4,5-bisphosphate phosphodiesterase gamma-1 (Homo sapiens), P19174; in the data active means inhibition above about 9.5%
DAX1 inh-1 = DAX1 (NR0B1) inhibitors, primary screen, cell-based, HEK293, Gal4-DAX1, luciferase luminescence; hit rate 0.99% among 340,000; AID 504766, 2011; inhibition, % at 6.75 µM; HEK293 Gal4-DAX1 luciferase reporter; Nuclear receptor subfamily 0 group B member 1 (Homo sapiens), P51843;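 active means inhibition above the mean over all tested compounds plus 3 SD, cut at about 4.2% in these data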;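 further: 0% = DAX1-transfected cells with DMSO and 100% = empty-vector control cells with DMSO; inhibition shows as a rise in luminescence from relieved DAX1 repression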
Target sequence (P51843 207-470 limits assumed): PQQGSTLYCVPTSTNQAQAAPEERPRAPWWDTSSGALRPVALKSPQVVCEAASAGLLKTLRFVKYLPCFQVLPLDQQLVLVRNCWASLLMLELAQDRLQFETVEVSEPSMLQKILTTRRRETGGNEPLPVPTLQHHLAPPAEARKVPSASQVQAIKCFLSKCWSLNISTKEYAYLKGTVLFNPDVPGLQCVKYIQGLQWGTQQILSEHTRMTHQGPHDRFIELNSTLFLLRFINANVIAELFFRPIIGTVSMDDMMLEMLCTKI
hcDAF-12 act = H. contortus DAF-12 nuclear receptor activators, primary screen, cell-based, luminescence, HEK293, lit1-tk-luc reporter; HEK293 hcDAF-12 lit1-tk-luc reporter; 0% DMSO, 100% Δ7-dafachronic acid; activation, % at 6.8 µM; hit rate 1.4% among 370,000;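 active means activation above the mean of all tested compounds plus 3 SD, cut at about 5.5% in these data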;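 further: 100% = response to 3 µM Δ7-dafachronic acid high control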
ssDAF-12 act = S. stercoralis DAF-12 nuclear receptor activators, primary screen, cell-based, luminescence, HEK293, GRIP1 co-expression, lit1-tk-luc; Nuclear hormone receptor DAF-12 (Strongyloides stercoralis); HEK293 ssDAF-12/GRIP1 lit1-tk-luc reporter; % of 3 µM dafachronic acid response; activation, % at 6.8 µM; hit rate 1% among 370,000;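 active means activation above the mean over all tested compounds plus 3 SD, cut at about 0.9% in these data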;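 further: 0% = DMSO-only wells and 100% = 3 µM delta7-dafachronic acid wells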
sPLA2-III inh = human group III sPLA2 inhibitors, primary screen, biochemical, QFRET, BODIPY PC-A2 liposome substrate. Group 3 secretory phospholipase A2 (Homo sapiens), Q9NZ20. QFRET BODIPY PC-A2 liposome hydrolysis, fluorescence. inhibition, % at 12.2 µM. hit rate 0.56% among 370,000. AID 743126, 2013;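 active means inhibition above mean plus 3 SD of compounds lying within the high and low control bounds, cut at about 19% in these data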;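 further: 0% = median of test compound wells and 100% = no enzyme DMSO wells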
Target sequence (Q9NZ20 whole entry, looked up): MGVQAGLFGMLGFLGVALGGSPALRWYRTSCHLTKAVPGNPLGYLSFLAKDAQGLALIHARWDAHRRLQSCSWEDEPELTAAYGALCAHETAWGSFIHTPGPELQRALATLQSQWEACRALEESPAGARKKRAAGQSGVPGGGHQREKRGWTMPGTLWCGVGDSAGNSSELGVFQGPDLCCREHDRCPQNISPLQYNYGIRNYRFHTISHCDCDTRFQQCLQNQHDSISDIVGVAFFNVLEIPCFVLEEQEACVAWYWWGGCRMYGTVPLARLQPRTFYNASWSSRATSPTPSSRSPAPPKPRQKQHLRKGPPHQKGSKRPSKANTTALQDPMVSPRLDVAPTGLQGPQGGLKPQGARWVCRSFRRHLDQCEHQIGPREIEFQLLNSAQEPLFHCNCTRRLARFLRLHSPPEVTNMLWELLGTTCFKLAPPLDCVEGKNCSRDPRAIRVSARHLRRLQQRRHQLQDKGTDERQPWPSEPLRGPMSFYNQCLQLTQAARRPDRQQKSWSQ
PLC-beta3 inh = human PLC-beta3 inhibitors, primary screen, biochemical, fluorescence. Purified PLC-beta3, fluorogenic substrate. inhibition, % at 12.2 µM. hit rate 0.18% among 370,000. AID 720704, 2013; in the data active means inhibition above about 11%;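 further: 0% = median of compound wells on plate and 100% = full blocker control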
GAA850 FXN act = FXN promoter activators, primary screen, cell-based, luciferase luminescence, HEK293 lucGAA850; HEK293 lucGAA850 FXN promoter luciferase reporter, 24 h; percent of 10 µM SAHA response; activation, % at 6 µM; hit rate 0.56% among 360,000;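 active means activation above the average of all compounds screened plus 3 SD, cutoff fixed separately per campaign, cut at about 7.5% in these data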;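 further: 0% = DMSO wells and 100% = 10 µM SAHA wells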
hgDAF12 agonist = H. glycines DAF-12 receptor agonists, primary screen, cell-based, luminescence, HEK293, GAL4 fusion, UAS-luciferase. hit rate 1.8% among 370,000. AID 687014, 2013. HEK293 GAL4-hgDAF12 UAS-luciferase reporter, agonist luminescence; normalized to butyrate control. activation, % at 6.8 µM;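 active means activation above a cutoff set at the mean of all screened compounds plus 3 SD, cut at about 10% in these data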;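 further: 0% = DMSO wells and 100% = sodium butyrate wells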
DAX1 inh-2 = DAX1 (NR0B1) inhibitors on StAR promoter, primary screen, cell-based, luminescence, SF-1 (NR5A1), full-length DAX-1 | HEK293T StAR-luciferase reporter, SF-1/DAX-1 repression relief | inhibition, % at 6.8 µM | hit rate 1.1% among 370,000 | AID 652010, 2013;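 active means inhibition above the mean over all tested compounds plus 3 SD, cut at about 3.6% in these data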;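 further: 0% = DAX-1 cells with DMSO and 100% = cells lacking DAX-1 with DMSO; higher inhibition means more luminescence from relief of DAX-1 repression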
* marks the source's active call; other numbers are inactive results; i = inactive; / = not tested or not shown.

Start of the data: the first 3 entries, to show the layout:
SMILES	ADAM17 inh	ADAM10 inh	PLC-gamma1 inh	DAX1 inh-1	hcDAF-12 act	ssDAF-12 act	sPLA2-III inh	PLC-beta3 inh	GAA850 FXN act	hgDAF12 agonist	DAX1 inh-2
COc1cccc(/C=N/N2C(=O)NC3(CCCCC3)C2=O)c1O	-3	1	-3	-0.2	0.5	-1.1	1	1	1.0	1.5	-0.5
OCC1OC2C(NC(=S)N2c2ccccc2)C(O)C1O (stereo not given)	1	-6	-2	1.1	-1.4	-0.9	-2	5	-0.1	0.7	-0.7
CCN(C(=O)COC(=O)/C(=C/c1ccccc1)n1nnnc1C)C1CCCCC1	-9	-9	5	-2.5	1.8	-1.2	13	0	-5.2	1.2	-3.9

Main list, previewed entries included:
SMILES	ADAM17 inh	ADAM10 inh	PLC-gamma1 inh	DAX1 inh-1	hcDAF-12 act	ssDAF-12 act	sPLA2-III inh	PLC-beta3 inh	GAA850 FXN act	hgDAF12 agonist	DAX1 inh-2
COc1cccc(/C=N/N2C(=O)NC3(CCCCC3)C2=O)c1O	-3	1	-3	-0.2	0.5	-1.1	1	1	1.0	1.5	-0.5
OCC1OC2C(NC(=S)N2c2ccccc2)C(O)C1O (stereo not given)	1	-6	-2	1.1	-1.4	-0.9	-2	5	-0.1	0.7	-0.7
CCN(C(=O)COC(=O)/C(=C/c1ccccc1)n1nnnc1C)C1CCCCC1	-9	-9	5	-2.5	1.8	-1.2	13	0	-5.2	1.2	-3.9
CCc1ccccc1OCC(=O)N1CCN(c2ncccn2)CC1	-4	-22	-2	-1.2	-1.6	-1.1	4	-12	2.4	-0.8	0.5
CC(=O)N1CCN(S(=O)(=O)c2cccc(C(=O)NNC(=O)COc3c(C)cccc3C)c2)CC1	0	-6	-1	0.3	-1.9	-1.8	-1	3	2.0	4.4	0.3
COc1cc(C(O)c2nc(-c3cnn(C)c3)cs2)ccc1F (stereo not given)	-3	-11	-2	/	-1.5	-1.2	3	-2	0.1	-3.1	-0.7
Cc1ccccc1CO/N=C/c1[nH]ncc1Br	-5	3	2	1.7	-1.4	-1.8	-2	-14	0.9	-0.5	-0.1
Cc1ccc(S(=O)(=O)Nc2ccccn2)cc1[N+](=O)[O-]	-7	4	-1	/	0.8	-0.8	12	-4	1.3	3.9	-0.4
Cc1ccc(CSCC(=O)Nc2ccc3c(c2)OCO3)cc1	2	7	0	1.2	-1.2	-1.1	-5	1	-0.8	-0.4	-0.1
Oc1ccccc1N=Nc1ccccc1O	2	8	2	-4.4	-0.6	-0.2	36*	2	-10	-6.7	-3.8
Cc1nc(C)c(C(=O)Nc2nc3c(C)cccc3s2)o1	-3	-4	-19	-1.4	1.7	-1.9	0	-30	-4.9	3.0	-1.0
NS(=O)(=O)c1ccc(CCNC(=O)CSc2nc3ccccc3c3nc(CCN4CCCCC4)nn23)cc1	0	-5	-2	1.4	0.8	-1.4	0	-2	0.2	-4.6	1.4
CC(=O)NC1CC2CCCC(C1)N2C(=O)Nc1cccc(C)c1 (stereo not given)	-2	-4	4	1.9	-0.5	-1.2	-4	-2	1.1	-0.2	-0.1
COc1cccc(/C=C2/C(=O)NN(c3ccccc3)C2=O)c1	0	8	0	-1.0	-0.6	-1.0	2	-3	1.3	0.1	-0.3
CCOc1ccc(-n2c(SCC(=O)Nc3cc(OC)c([N+](=O)[O-])cc3C)nc3ccccc32)cc1	0	-4	-3	1.4	4.6	-0.1	0	0	2.5	3.2	-0.5
O=C(Cc1ncn[nH]1)NCCc1ccccc1	-2	-5	2	2.0	-1.2	-1.3	4	5	0.8	-3.3	0.6
NC(=O)c1cc(Br)cc2c3c([nH]c12)CCCC3	0	3	-11	0.2	-1.1	-1.3	-8	-17	1.6	-2.0	0.2
CC(NCCc1ccc(S(N)(=O)=O)cc1)C(=O)NCc1ccccc1 (stereo not given)	-6	-1	3	2.5	-1.4	-1.0	3	-3	0.3	-0.8	0.0
COC(=O)c1c(NC(=O)Cc2ccccc2)sc2c1C(C(=O)OC)CC2 (stereo not given)	-7	-12	2	-0.7	-2.3	-1.3	-1	-11	3.0	-4.4	-0.3
COc1ccc(NC(=O)ON=C2c3ccccc3-c3ccccc32)cc1	3	2	-7	1.1	5.5	0.8	-29	-6	-4.6	7.0	0.9
CCCSC1=C(C#N)C(c2ccccc2C)C(C(=O)OC)C(=O)N1 (stereo not given)	-4	3	1	-1.3	-2.0	-1.4	-5	-2	-3.3	-1.4	0.3
Cc1[nH]nc(S(=O)CC(=O)O)c1[N+](=O)[O-] (stereo not given)	1	2	5	0.4	-0.2	-1.3	7	7	-2.9	-3.3	-0.6
COc1cc(C(=O)Nc2ccc(N3CCCS3(=O)=O)cc2)c([N+](=O)[O-])cc1OC	-3	1	-2	-0.9	-1.3	-0.7	-4	0	0.4	-0.3	-0.9
Cc1cccn2c(=O)c(C=O)c(Cl)nc12	-12	-28	-11	1.1	1.3	-0.9	-5	-24	1.0	-0.3	0.1
Cc1cccc(NC(=O)COC(=O)[C@@H]2CCCN2C(=O)c2cccs2)c1	-2	-1	4	1.1	0.1	-1.9	-2	-6	-0.8	1.6	0.1
N#CCc1ccc(NS(=O)(=O)c2ccc(N3CCCC3=O)cc2)cc1	-1	-8	-2	2.1	-2.4	-2.0	-6	1	-0.7	-0.6	-0.7
O=C(O)c1cccc2[nH]c(C(F)(F)F)nc12	-3	0	-3	1.3	-0.1	-1.1	-1	-1	-3.5	2.8	0.1
C[C@H](CO)N1C[C@H](C)[C@@H](CN(C)C(=O)NC2CCCCC2)Oc2ccc(NC(=O)C3CC3)cc2C1=O	-3	0	4	-0.2	-1.9	-1.4	1	2	0.1	-1.1	0.6
C=CC#CC1(O)CC(C)N(C)CC1C (stereo not given)	-8	-9	1	1.4	-1.0	-0.7	9	-3	1.0	-2.4	1.6
Cn1c(SCC(=O)N/N=C/c2cccs2)nc2ccccc21	-2	6	0	1.6	-2.0	-1.6	-6	-1	-0.8	3.2	-0.4
Cc1ccc(-c2nc(N)sc2-c2ccc(C)cc2)cc1	0	0	-23	-0.4	-1.4	-2.2	-2	-40	0.3	-3.7	-1.5
Cc1nc2ccccc2n1CC(=O)NC(C)C1CC2CCC1C2 (stereo not given)	-5	6	-1	-1.0	-2.5	-2.9	-3	-12	-0.2	-5.5	-3.4
Cc1cc(C)c2nc(NC(=O)c3ccc4c(c3)OCO4)sc2c1	-1	5	0	0.4	-1.3	-1.4	4	1	-4.0	-1.4	0.2
CCn1c(=O)c2cc(C(=O)N(C)c3ccccc3F)sc2c2ccccc21	-3	10	2	-2.4	-1.0	-1.6	-2	-6	0.7	0.6	-0.6
CCC(C)NC(=O)CCc1nc2ccccc2n1-c1ccccc1 (stereo not given)	2	9	1	0.1	-2.7	-1.2	1	3	0.9	-0.8	0.4
COC(=O)C1=C(C)N(C)C(=NCc2ccc(OC)cc2)NC1c1ccccc1C(F)(F)F (stereo not given)	-2	-5	-1	/	-1.6	-1.3	-1	-2	/	-0.3	-0.2
CC(C)(C)NC(=O)NC(=O)COC(=O)Cc1c(F)cccc1Cl	0	12	7	-0.1	-0.2	-2.1	-4	-1	1.7	1.1	-0.6
c1cn2c(-c3ccoc3)cncc2n1	-74	-270	-70	/	-0.7	-1.2	5	-84	0.0	6.7	0.1
O=S(=O)(c1ccccc1)[C@@]1(c2ccccc2)C[C@@H]2ON=C(c3cccc(Br)c3)[C@@H]2C1	-3	1	-2	-0.1	0.6	-1.3	4	1	-2.6	3.8	0.2
COc1ccc(NC(=O)CN(C)CC(=O)N(CC(C)C)c2c(N)n(CC(C)C)c(=O)[nH]c2=O)cc1	-10	-47	-2	-0.8	0.0	-0.9	0	-4	-0.3	1.9	-1.1
O=c1cc(C(F)(F)F)c2sc(N3CCCCC3)nc2[nH]1	-370	i	-173	-0.5	-0.9	-1.0	-5	-203	2.3	-1.2	0.4
CCOc1ccc(C2CC(c3cccc(OC)c3)Nc3nc(N)nn32)cc1 (stereo not given)	-49	-201	-50	4.7*	-1.4	-1.3	1	-67	1.9	-0.5	1.9
Cc1ccc(OCCCNCCO)c(Br)c1	-3	10	2	1.2	2.3	-0.9	0	2	5.2	-0.1	-0.5
O=c1c(C(c2ccc(Br)cc2)c2c(O)nc3n(c2=O)CCCS3)c(O)nc2n1CCCS2	1	-7	2	-1.4	-0.5	-1.2	0	-6	-1.1	2.6	0.7
O=C(Nc1c(C(=O)c2ccccc2)oc2ccccc12)c1cc(-c2ccccc2O)n[nH]1	-3	-2	-2	-1.0	-1.0	-1.1	-4	-4	5.1	-3.2	-0.1
CC(C)/C=C(/C(=O)c1ccc(Cl)cc1Cl)n1cncn1	0	2	4	0.5	-0.2	-0.9	-25	-4	-1.4	-2.7	-0.8
COc1cc(NC(=O)CN2C(=O)c3ccccc3S2(=O)=O)cc(OC)c1	5	13	4	-0.3	0.1	-1.4	-5	-2	0.5	3.5	0.8
O=C(Cc1ccccc1)N1CCc2ccccc21	0	4	2	-0.4	0.0	-1.8	-1	1	3.7	0.8	-0.6
Cc1cc(C)cc(C(=O)OCCN2CCN(C3CN(Cc4cn(Cc5ccc([N+](=O)[O-])cc5)nn4)S(=O)(=O)C3)CC2)c1 (stereo not given)	-10	-12	-4	/	-2.4	-0.6	-3	-5	/	-2.5	-3.1
Cc1ccc(N(CC(=O)NC(C)(C)C)C(=O)CCC(=O)Nc2ccccn2)c(C)c1	-3	-16	1	1.9	0.5	-0.3	5	0	-2.1	1.9	-1.3
CC(C)=CC(=O)Nc1nnc(-c2ccccc2)s1	1	-10	-1	3.2	1.7	-0.3	-2	-1	6.2	9.3	2.8
O=C(CCSc1ccc(Cl)cc1)NCc1ccccn1	0	7	2	0.9	0.4	-1.2	1	-2	-1.1	-2.5	0.2
COC(=O)c1cn(C(=O)c2cccc(C)c2)c2ccccc12	-5	3	0	0.2	-1.4	-1.7	2	-7	-0.3	-2.6	-0.9
Cc1cc(NC2CCCC2)n2nc(C)c(-c3ccccc3)c2n1	-21	-54	-116	-0.2	0.4	-0.6	12	-161	5.1	0.6	-0.7
Cc1ccc([N+](=O)[O-])cc1NC(=O)CN(C)CCOc1ccccc1	0	5	0	1.8	-2.9	-1.5	0	5	0.1	-0.3	-0.4
